CHRM1 agonist – agonists of human M1 muscarinic receptor. P11229. CHO-K1 hM1, Fluo-8 calcium fluorescence, agonist mode; 0% DMSO, 100% acetylcholine EC100. activation, % at 3 µM. 360,000 tested, 0.33% active. AID 588814;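 active = activation above the run's mean compound activation plus 3 SD, cut at about 16% in these data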;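 note: peak over basal fluorescence ratio within a 140 s kinetic read after compound addition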
Target sequence (P11229 whole entry, looked up): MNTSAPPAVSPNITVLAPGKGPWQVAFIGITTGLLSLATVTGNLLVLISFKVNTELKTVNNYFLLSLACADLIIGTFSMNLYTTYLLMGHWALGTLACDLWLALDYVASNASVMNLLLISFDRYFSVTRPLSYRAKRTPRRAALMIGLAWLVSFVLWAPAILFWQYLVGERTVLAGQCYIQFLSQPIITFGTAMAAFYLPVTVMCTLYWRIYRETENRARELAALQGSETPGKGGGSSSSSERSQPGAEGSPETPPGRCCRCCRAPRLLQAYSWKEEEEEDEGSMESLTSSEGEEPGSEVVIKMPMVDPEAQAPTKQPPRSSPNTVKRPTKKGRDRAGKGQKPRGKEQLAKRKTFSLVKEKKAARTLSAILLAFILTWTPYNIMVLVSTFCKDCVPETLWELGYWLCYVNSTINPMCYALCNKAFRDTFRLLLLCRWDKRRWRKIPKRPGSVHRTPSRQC
TAAR1 antagonist – human TAAR1 antagonism | Q96RJ0 | inhibition, % at 3 µM | 360,000 tested, 1.5% active | CHO RD-HGA16 TAAR1, Fluo-8 calcium fluorescence, antagonist;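 active = inhibition above a per-plate cutoff, the mean inhibition of test compounds on that plate plus 3 SD, cut at about 49% in these data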;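 note: 0% = DMSO plus EC80 beta-PEA response and 100% = DMSO alone without agonist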
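Test system: RD-HGA16 CHO cells with stable hTAAR1 and Gα16 / Probe or stimulus: EC80 β-phenethylamine stimulus / Times: seeding 17-24 h prior, 75-min 37 °C, 30-min RT dye loading / Detection: Fluo-8 calcium-sensitive fluorescence / Read-out basis: % inhibition scaled between DMSO and EC80 PEA controls / Repeats: singlicate, one well per test compound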
M1 PAM – positive allosteric modulators of human M1 muscarinic receptor | P11229 | CHO-K1 hM1, Fluo-8 calcium fluorescence, ACh EC20; 0% = ACh EC20, 100% = maximal ACh | activation, % at 3 µM | 360,000 tested, 0.088% active | AID 588819; in the data active = activation above about 19%, passing the limit was not always enough
OXTR potentiator – human OXTR potentiation | P30559 | CHO-OTR cells, Fluo-8 calcium fluorescence, potentiator mode; 0% = oxytocin EC15, 100% = EC100 | activation, % at 3 µM | 320,000 tested, 0.061% active | AID 2445;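 active = activation above that plate's cutoff, the mean activation of tested compounds plus 3 SD, cut at about 6.6% in these data, passing the limit was not always enough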;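 note: 100% uses oxytocin at 75 nM as the full agonist control; some results filed as inactive read as strong as hits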
Target sequence (P30559 whole entry, looked up): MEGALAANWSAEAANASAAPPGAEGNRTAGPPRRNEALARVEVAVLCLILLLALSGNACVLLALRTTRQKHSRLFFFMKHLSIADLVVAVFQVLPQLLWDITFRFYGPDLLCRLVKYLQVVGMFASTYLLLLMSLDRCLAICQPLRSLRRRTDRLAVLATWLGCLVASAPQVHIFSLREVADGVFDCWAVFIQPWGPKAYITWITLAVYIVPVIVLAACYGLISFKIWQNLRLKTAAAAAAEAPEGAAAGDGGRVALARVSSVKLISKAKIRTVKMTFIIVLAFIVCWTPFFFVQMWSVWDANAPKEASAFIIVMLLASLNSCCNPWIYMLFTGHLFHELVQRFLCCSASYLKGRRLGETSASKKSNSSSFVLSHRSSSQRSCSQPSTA
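assay system = CHO-OTR cells, human receptor | schedule = compound 6 min at room temperature before oxytocin, 100 s read | detection = Fluo-8 intracellular calcium fluorescence, ex 470-495, em 515-575 nm | evaluation = normalized max/min fluorescence ratio, % activation | control set = EC15 oxytocin alone as 0%, 75 nM oxytocin (EC100) as 100%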
OXTR ag – human OXTR agonism. activation, % at 3 µM. 320,000 tested, 0.32% active. P30559. CHO-OTR cells, Fluo-8 calcium fluorescence; normalized: DMSO 0%, oxytocin 100%;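 active = activation above the mean of all tested compounds plus 3 SD, cutoff set per screening run, cut at about 20% in these data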;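 note: peak over basal fluorescence ratio from a 100 s FLIPR kinetic read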
CHO parental Ca – counter-screen: ATP calcium response change in parental CHO cells. inhibition, % at 5.6 µM. 330,000 tested, 0.63% active. parental CHO-K1, ATP-induced calcium, Fluo-8 fluorescence;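 active = inhibition above that plate's mean sample inhibition plus 3 SD, cut at about 26% in these data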;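 note: 0% = ATP-challenged DMSO wells and 100% = DMSO wells without ATP; some compounds past the cut are filed as inactive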
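Material: Parental CHO cells | Reagent: ATP | Compound dosing: Single nominal dose of 5.6 µM per compound | Detection: Intracellular calcium via Fluo-8 no-wash fluorescent dye | Read-out: % inhibition of ATP-induced calcium mobilization | Benchmarks: Low control ATP plus DMSO, high control DMSO only | Replicates: Singlicate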
V1R ag counter – activates human V1a receptor in oxytocin agonist counter-screen | P37288 | CHO-V1R cells, Fluo-8 calcium fluorescence, agonist mode; 0% DMSO, 100% 3 nM vasopressin | activation, % at 3 µM | 320,000 tested, 0.25% active | AID 2797;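 active = activation above the mean activation of all tested compounds plus 3 SD, per screening run, cut at about 20% in these data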;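 note: signal is peak over basal fluorescence ratio across a 100 second FLIPR read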
CHRM1 antagonist – human CHRM1 antagonism. 360,000 tested, 1.3% active. CHO-K1 hM1, Fluo-8 calcium fluorescence, ACh EC80 antagonist. inhibition, % at 3 µM;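 active = percent inhibition above its own plate's cutoff, namely the mean of that plate's compound wells plus 3 SD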;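 note: peak over basal fluorescence ratio during 140 s after agonist addition; 0% = ACh EC80 plus DMSO and 100% = DMSO alone without agonist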
TAAR1 agonist – human TAAR1 agonism | Q96RJ0 | CHO RD-HGA16 TAAR1, Fluo-8 calcium fluorescence; vehicle wells 0%, saturating PEA agonist 100% | AID 624467 | 360,000 tested, 0.99% active | activation, % at 3 µM;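 active = activation above the mean activation of all test compounds in the run plus 3 SD, cut at about 38% in these data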
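Test system: RD-HGA16 (CHO) cells co-expressing Gα16 and hTAAR1 | Doses: Single dose, 3 µM | Schedule: 17-24 h seeding, 75 min 37 °C dye, 30 min RT | Evaluation: % activation from peak over basal fluorescence ratio, DMSO-to-PEA scaled | Technique: Kinetic Fluo-8 calcium fluorescence | Benchmarks: Low control DMSO, high control PEA (EC100)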
Active calls of the source: *; / = no result given.

SMILES	CHRM1 agonist	TAAR1 antagonist	M1 PAM	OXTR potentiator	OXTR ag	CHO parental Ca	V1R ag counter	CHRM1 antagonist	TAAR1 agonist
CCCn1c(SCC(=O)N2c3ccccc3Sc3ccccc32)nc2c1c(=O)n(C)c(=O)n2C	-2.7	-0.3	2.1	-1.7	0.0	-17.7	0.4	0.7	1.8
CC(=NN=C(C)c1ccc(O)cc1)c1ccc(O)cc1	-1.7	10.3	-0.5	/	/	/	/	-2.8	3.7
O=C(CSc1nnc(-c2cccs2)o1)N1CCCc2ccccc21	-3.6	-0.8	8.8	-0.8	-2.0	-27.1	-0.6	-3.8	1.4
O=C(NCc1ccco1)C(=O)NCC1OCCN1S(=O)(=O)c1ccc(F)cc1 (configuration not stated)	-3.9	-19.0	-9.2	-0.7	-0.8	-14.2	-0.1	13.6	1.4
CC(=O)c1cccc(S(=O)(=O)N2CCCC(c3nc4c(nnn4Cc4ccccc4Cl)c(=O)[nH]3)C2)c1 (configuration not stated)	-11.2	-23.8	2.9	/	/	/	/	-5.1	0.3
CC(=O)N1N=C(c2ccccc2)CC1c1ccccc1 (configuration not stated)	-4.5	-13.4	3.3	-3.8	-1.0	-1.4	0.3	-6.8	4.6
CN(C)S(=O)(=O)c1cccc(NC(=S)N/N=C/c2ccc(O)c(O)c2O)c1	-1.7	-15.3	17.8	/	/	/	/	-21.7	-1.3
COc1cc(C2C(C(=O)OC(C)C)=C(C)Nc3[nH]c(=O)[nH]c(=O)c32)ccc1O (configuration not stated)	0.1	-0.2	5.3	-5.5	-1.1	-1.2	0.3	-3.0	2.9
CCOC(=O)c1cnc2c(C)c(Cl)ccc2c1N1CCN(CC)CC1	-4.6	-17.2	3.5	-11.5	5.1	-10.7	1.9	-7.2	2.6
O=C(N=Nc1c(O)[nH]c2ccc([N+](=O)[O-])cc12)c1cc(-c2ccccc2Cl)nc2ccccc12	-6.2	-30.4	7.1	4.6	0.2	-6.9	0.2	-5.1	3.9
O=C1OCC(c2ccccc2)=C1c1ccccc1	0.3	4.0	19.2	-1.4	-0.8	-9.3	0.0	-21.4	-1.3
CC(C)(C)OC(=O)C[C@H]1C/C=C\C[C@@H](CC(=O)N[C@@H](CO)Cc2ccccc2)C(=O)N2CCC[C@H]2COC1=O	-1.8	5.4	3.4	1.4	0.1	-14.2	1.0	-8.1	7.7
COc1ccc(C2CC(C(F)(F)F)n3nc(C(=O)Nc4ccc5c(c4)OCO5)cc3N2)cc1 (configuration not stated)	-4.4	-3.9	0.2	-12.3	-0.9	-17.8	0.3	2.6	6.0
CCc1ccc(C(=O)NC(=S)Nc2ccc(N3CCOCC3)cc2)cc1	-5.1	5.8	-2.5	-12.7	1.1	-12.6	2.8	4.3	8.8
N#Cc1c(Sc2ncc(C(F)(F)F)cc2Cl)nsc1C/C=N\OCc1ccccc1Br	-4.0	9.2	0.2	-0.1	-0.8	-10.9	-0.3	-1.7	8.4
CCOc1ccc(N(CC(=O)NC2CC2)S(=O)(=O)c2ccc(C)cc2)cc1	-4.3	0.3	-0.7	1.8	-0.1	-9.9	0.0	-0.8	-1.5
COc1ccccc1CCNS(=O)(=O)c1cc2c3c(c1)C(C)C(=O)N3CCC2 (configuration not stated)	-0.3	-5.9	-7.6	-5.0	-1.1	-16.1	0.4	21.6	12.8
CCCCc1noc2c1/C(=N\O)CC(c1ccccc1)C2 (configuration not stated)	-1.7	-5.6	-4.5	-14.3	-1.5	14.8	-0.1	-21.9	-0.4
COc1ccc(CN(CC(O)COCc2ccccc2)S(=O)(=O)c2ccccc2Br)cc1OC (configuration not stated)	-3.4	30.8	5.0	/	/	-11.4	/	-0.8	1.1
CC1(C)Cc2nc(NC3CCCCC3)c(C#N)cc2CO1	-5.5	-17.7	9.7	-3.6	-1.9	-10.1	-1.2	3.8	5.5
O=C1CC(c2ccccc2)CC(=O)N1c1ccc(C(F)(F)F)cc1	-2.9	-16.0	5.3	-3.3	1.1	-15.4	0.0	-0.4	5.2
COc1ccc(NS(=O)(=O)c2cccc(NC(=O)CCS(=O)(=O)c3ccccc3)c2)cc1	-2.4	9.4	-0.4	-16.4	-1.3	-9.6	3.2	6.9	18.4
COCCNC(=O)Cn1c(=O)n(CCCCCC(=O)Nc2ccccc2)c(=O)c2sccc21	-5.2	3.2	2.7	-6.1	-1.3	-0.2	0.8	2.0	-0.3
CN(C)c1cc(-c2ccc(C#N)cc2)oc(=O)c1Cl	-2.8	-1.3	9.4	-0.3	-1.7	-20.3	-0.3	-11.6	0.4
COC(=O)c1cccc(Nc2ncnc3ccc(C)cc23)c1	-4.9	2.6	8.0	1.3	-1.6	-31.1	-1.1	-5.0	10.8

(cont.)
SMILES	CHRM1 agonist	TAAR1 antagonist	M1 PAM	OXTR potentiator	OXTR ag	CHO parental Ca	V1R ag counter	CHRM1 antagonist	TAAR1 agonist
COc1ccc(CCNC(=O)CCCCC(=O)NCCc2ccc(OC)c(OC)c2)cc1OC	-3.9	-9.0	7.9	-0.7	1.7	-7.1	0.2	-16.4	0.8
COc1ccc(C(=O)NC(=S)Nc2ccc(N3CCCC3)cc2)cc1	-11.2	10.6	-0.1	-9.9	0.3	-18.2	0.3	-1.4	3.5
O=C(O)c1cccc(S(=O)(=O)Nc2cccc(S(=O)(=O)Nc3ccc(Br)cc3)c2)c1	-1.8	-13.6	11.5	/	/	/	/	-13.4	1.4
CCOc1ccc2[nH]c3c(=O)n(CCc4ccc(OC)cc4)cnc3c2c1	1.0	-11.2	1.6	3.3	-0.5	-9.5	0.5	7.0	-0.5
CC(=O)N(CN1C(=O)c2ccc([N+](=O)[O-])cc2C1=O)c1ccc(F)cc1	-12.0	-15.4	-0.6	-5.3	-0.6	-6.1	0.8	0.2	6.3
NC(=O)c1cccc(-c2csc(C(O)c3cccc(Cl)c3)n2)c1 (configuration not stated)	4.9	12.7	8.5	/	/	/	/	-17.8	6.8
COc1ccccc1CN1CC(C(=O)NCCCc2ccc(F)cc2)CCC1=O (configuration not stated)	2.9	-6.8	20.8	-8.3	4.4	-22.2	2.8	-4.8	-0.3
O=S(c1ccc2ccccc2c1)c1cnns1 (configuration not stated)	-0.1	-6.8	8.2	2.2	-1.3	-8.8	3.6	-3.3	54.9*
COc1ccc(OCC(=O)NC(=S)Nc2ccc(S(=O)(=O)Nc3cc(OC)nc(OC)n3)cc2)cc1	-2.5	-12.7	6.5	4.9	-1.3	1.0	0.2	-1.6	7.5
C[C@H](CO)N1C[C@H](C)[C@H](CN(C)C(=O)Nc2ccccc2)OCc2cnnn2CCCC1=O	-2.6	-20.6	1.3	/	/	/	/	1.3	2.3
CC(=O)c1ccc(S(=O)(=O)N2CCN(C(=O)C3CCCC3)CC2)cc1	-4.2	-26.6	3.2	-9.9	2.1	-2.5	1.9	-6.5	2.2
O=C(NCCCc1ccccn1)C1CCC(=O)N(Cc2cccc(F)c2)C1 (configuration not stated)	-3.2	-17.8	-2.3	-2.9	0.9	-8.7	-0.2	2.8	1.9
COc1ccc(C(=O)Nc2ccc(S(=O)(=O)Nc3ncccn3)cc2)cc1OC	-6.0	-6.1	5.0	-1.5	0.8	1.8	1.7	-2.4	1.4
CCOC(=O)c1cccc(S(=O)(=O)N2CCOCC2)c1	-8.7	12.2	11.9	-1.3	-1.3	-14.3	0.8	-11.2	7.3
Cc1cccc(-n2nnnc2SCC(=O)c2cc(C)n(Cc3ccco3)c2C)c1	-4.6	6.6	-8.7	-6.0	0.1	-7.9	0.2	3.0	3.5
COc1ccc(CN2CCN(C(C)C(=O)NC(C)c3ccc(F)cc3)CC2)cc1F (configuration not stated)	15.6	-9.8	12.6	-7.5	1.3	-21.3	1.8	-13.2	0.5
CC(NC(=O)c1cc2c(=O)n(C)c3ccccc3c2n1C)c1ccc2c(c1)OCCO2 (configuration not stated)	1.1	59.0*	-3.6	-13.3	0.2	-10.8	0.7	-4.7	6.9
C/C(CCc1ccco1)=N/NC(=O)CCC(=O)Nc1cccc(Cl)c1	-0.9	-10.8	5.1	-17.3	-2.5	-14.5	-1.1	-6.8	-0.8
CN(C)S(=O)(=O)c1cccc(NC(=O)CN2C(=O)C3C4C=CC(C4)C3C2=O)c1 (configuration not stated)	-5.3	-5.6	9.2	-5.0	-0.6	-2.5	0.9	-2.8	2.6
CCCCc1ccc(NC(=S)NCc2cccnc2)cc1	-8.8	1.8	1.3	-5.2	3.4	-7.1	4.2	-1.9	2.3
CC(=O)NC(Cc1ccc(C(C)C)cc1)C(=O)NC1CCN(C(=O)c2cccc(C)c2)CC1 (configuration not stated)	-1.1	-3.6	10.6	-1.7	-0.5	-12.4	-0.3	-11.1	7.8
COC(=O)CCC(=O)OC1(C)C(=O)C2=CN(C3CCCC3)C(c3ccc(OC)cc3)=CC2=C(Br)C1=O (configuration not stated)	-10.0	3.3	-4.8	-2.5	-1.6	-22.6	0.0	8.0	0.5
O=C(NNS(=O)(=O)c1ccc(Cl)cc1Cl)c1cc2ncc(C(F)(F)F)cc2s1	-2.6	-2.8	6.0	-4.1	-2.1	-5.6	-1.1	-11.8	-1.7
Cc1cc(=O)c(C(=O)O)nn1-c1ccccc1C(F)(F)F	-2.5	-9.2	18.2	-0.7	0.7	-4.5	1.1	-23.8	0.2
CC1(C)N=C(N)N=C(N)N1c1ccc(C(=O)O)cc1	/	/	/	-3.6	0.3	-9.8	0.5	/	/
COc1ccc(/C=N/NC(=O)c2cccnc2)c2ccccc12	-4.3	12.1	7.5	-14.4	-0.5	-8.1	-0.1	-4.3	2.7
CCOC(=O)C1CCCCN1Cc1cc(OC)ccc1OC (configuration not stated)	-8.4	11.4	8.8	-1.3	-1.2	-6.6	0.2	-12.3	0.4
Oc1ccc(Oc2ccc3c(C(F)(F)F)cc(C(F)(F)F)nc3n2)cc1	-1.6	-15.6	3.8	-9.9	-1.8	48.5*	1.6	8.2	3.9
Cc1ccc(NC(=O)Cc2ccccc2)c(C)c1	/	/	/	0.0	0.0	-7.9	0.0	/	/

Full records from above:
CC1(C)Cc2nc(NC3CCCCC3)c(C#N)cc2CO1 across the screens: CHRM1 agonist: -5.5; TAAR1 antagonist: -17.7; M1 PAM: 9.7; OXTR potentiator: -3.6; OXTR ag: -1.9; CHO parental Ca: -10.1; V1R ag counter: -1.2; CHRM1 antagonist: 3.8; TAAR1 agonist: 5.5
O=C(O)c1cccc(S(=O)(=O)Nc2cccc(S(=O)(=O)Nc3ccc(Br)cc3)c2)c1 across the screens: CHRM1 agonist: -1.8; TAAR1 antagonist: -13.6; M1 PAM: 11.5; OXTR potentiator: /; OXTR ag: /; CHO parental Ca: /; V1R ag counter: /; CHRM1 antagonist: -13.4; TAAR1 agonist: 1.4
